TAG inh: triacylglycerol accumulation inhibition; H9c2 cells, Nile Red lipid (TAG) fluorescence; cells loaded with 200 µM oleic acid; inhibition, % at 12.5 µM; hit rate 0.66% among 230,000; AID 651582;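 active means pattern-corrected inhibition of lipid staining of at least 50% with the nuclear-stain viability signal not falling by more than 50%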;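 further: 0% = DMSO wells and 100% = triacsin C control wells; some results filed as inactive read as strong as hits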
TAG inh DAPI viability: second read-out of TAG inh, no call of its own (marks repeat the call); DAPI nuclei signal change (viability), lower = more cytotoxic, %;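 whole-well DAPI fluorescence read on a plate reader as a viability signal; minus 50 percent equals half of cells still viable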
* marks the source's active call; other numbers are inactive results. Not all compounds are listed; rates above refer to the full screens.

[1] CN(C)C(=O)c1cccc(-c2cnc3c(NC=O)cc(-c4ccc(F)cc4)cn23)c1
[2] COCCC(=O)N1CCC(Oc2ccc(C(=O)N3CCCC(CCCO)C3)cc2)CC1 (configuration not stated)
[3] COc1ccc(C(=O)C(/C=N/O)=N/Nc2ccc(F)cc2)cc1
[4] CC1=C(C(=O)N(C(C)C)C(C)C)CC(CC(=O)NCc2cccs2)C(=O)N1Cc1ccccc1 (configuration not stated)
[5] O=c1oc(-c2ccccc2)c(-c2ccccc2)c2ccccc12
[6] COc1cc([N+](=O)[O-])ccc1NC(=O)Cn1ccsc1=N
[7] C[C@@H]1CN([C@H](C)CO)C(=O)CCCn2nncc2CO[C@H]1CN(C)Cc1ccccc1C(=O)O
[8] Cc1cc(=O)oc2cc(OCCC[n+]3ccccc3)ccc12
[9] COc1ccc(CNC(=O)C2COc3ccccc3O2)cc1 (configuration not stated)
[10] O=C(CSc1ccc2nnc(-c3ccccn3)n2n1)Nc1ccccc1F

Screen / compound no.	1	2	3	4	5	6	7	8	9	10
TAG inh	30.4	14.7	-9.9	4.3	-11.7	10.6	13.1	0.8	-41.5	-9.9
TAG inh DAPI viability	-4.0	7.3	-4.5	-14.5	-1.9	-16.5	-7.0	5.9	9.4	6.6

An excerpt of these results, with two lines to a compound.
Every second line gives: TAG inh	TAG inh DAPI viability
4. CC1=C(C(=O)N(C(C)C)C(C)C)CC(CC(=O)NCc2cccs2)C(=O)N1Cc1ccccc1 (configuration not stated)
 : 4.3	-14.5
5. O=c1oc(-c2ccccc2)c(-c2ccccc2)c2ccccc12
 : -11.7	-1.9
6. COc1cc([N+](=O)[O-])ccc1NC(=O)Cn1ccsc1=N
 : 10.6	-16.5
7. C[C@@H]1CN([C@H](C)CO)C(=O)CCCn2nncc2CO[C@H]1CN(C)Cc1ccccc1C(=O)O
 : 13.1	-7.0

Continuation.
[11] CCOC(=O)c1c(NC(=O)CS(=O)(=O)c2cn(CC)c3ccccc23)sc2c1CCCC2
[12] COc1cccc(C(=O)Nc2nnc(SCC(=O)Nc3ccc(NC(C)=O)cc3)s2)c1
[13] CN1C=CC2=C(C#N)C(N)C(C#N)(C#N)C(c3ccccc3)C2C1 (configuration not stated)
[14] CCOc1ccc(NC(=O)c2ccc(NC(=O)CN3C(=O)C(=O)N(CC(C)C)C3=O)cc2)cc1
[15] O=C(COC(=O)c1cccc(Cl)c1)NC(=O)NCc1ccccc1
[16] CCOc1ccc(NC(=O)CN(C)S(=O)(=O)c2cnc[nH]2)cc1
[17] Cc1ccc(C)c(NC(=S)N/N=C/C(C)c2ccccc2)c1 (configuration not stated)
[18] CC1=C(C)CC(C(=O)NNC(=O)c2ccccc2)C(C(=O)O)C1 (configuration not stated)
[19] CC(=O)NC(C)(c1ccccc1)c1nc(-c2ccncc2)cs1 (configuration not stated)
[20] O=C(C1CCCCC1)N1C[C@@H](O)[C@H](n2cc(-c3ccc(F)cc3)nn2)C[C@@H]1c1ccccc1

Screen / compound no.	11	12	13	14	15	16	17	18	19	20
TAG inh	-3.6	15.4	-61.7	12.0	-22.6	-4.5	4.3	5.6	2.1	4.9
TAG inh DAPI viability	8.0	7.5	19.0	-1.4	7.7	-3.8	-0.1	-1.2	-1.3	-0.4

[21] O=C(CCOc1ccccc1)Nc1ccc(S(=O)(=O)Nc2ncccn2)cc1
[22] COc1ccc([N+](=O)[O-])cc1NC(=O)C(C)OC(=O)C1CCCC1 (configuration not stated)
[23] CCN(CC(=O)Nc1c(F)cccc1F)C(=O)CSc1nnc(-c2ccco2)n1CC
[24] COc1ccc(NC(=O)c2cc(C3CCCCN3C(=O)OCCF)on2)c(C)c1 (configuration not stated)
[25] C=C(C)COc1ccc(-c2nc(N)ncc2Oc2ccccc2OC)c(O)c1
[26] CCOc1ccc(CC(=O)NCc2ccc3c(c2)cc(C)n3C)cc1
[27] COc1ccc(C(=O)NC(=S)Nc2ccc(CN3CCOCC3)cc2)cc1OC
[28] COC(=O)c1cccc(NC(=S)Nc2ccccc2Cl)c1
[29] COCc1n[nH]c(=S)n1-c1ccccc1
[30] CC(C)Oc1ccc(S(=O)(=O)N2CCOCC2)cc1NC(=O)c1ccc(N2CCCC2=O)cc1

Screen / compound no.	21	22	23	24	25	26	27	28	29	30
TAG inh	17.7	-7.3	3.7	-10.3	20.3	-3.6	-3.8	-4.1	13.6	8.7
TAG inh DAPI viability	1.8	3.5	0.6	10.1	-16.3	2.3	3.4	5.2	4.1	-5.2

[31] Cc1cc(S(=O)(=O)n2ccnc2)c(Cl)cc1Cl
[32] CCOc1ccc(C(C)NC(=O)c2cccs2)cc1OCC (configuration not stated)
[33] O=C(CSc1ncnc2c1nnn2Cc1ccccc1)NC1CCCCC1
[34] Cc1nn(-c2nccs2)c2c1C(=O)CC(C)(C)C2Br (configuration not stated)
[35] COc1ccc(N=Nc2cc(-c3ccccc3)ccc2O)cc1
[36] COCCNC(=O)c1nn2c(C(F)(F)F)cc(-c3ccccc3)nc2c1Br
[37] COc1ccc(C(C)C)cc1-c1cccc2nncn12
[38] Cc1ccc(C)n1-c1ccc(C(=O)NCc2cccnc2)cc1
[39] CCOC(=O)CSc1nnc(-c2ccoc2C)n1-c1ccc(OCC)cc1
[40] COc1ccc(S(=O)(=O)n2nc(OC(=O)c3ccco3)cc2N)cc1

Screen / compound no.	31	32	33	34	35	36	37	38	39	40
TAG inh	0.9	10.6	-2.5	-24.5	29.6	3.7	10.8	2.5	-1.0	-9.4
TAG inh DAPI viability	1.1	4.6	2.2	-5.4	-9.5	-1.1	-3.6	3.1	10.2	0.1

5 entries from above, with values under each structure:
Value order – TAG inh	TAG inh DAPI viability
[33] O=C(CSc1ncnc2c1nnn2Cc1ccccc1)NC1CCCCC1
 : -2.5	2.2
[34] Cc1nn(-c2nccs2)c2c1C(=O)CC(C)(C)C2Br (configuration not stated)
 : -24.5	-5.4
[35] COc1ccc(N=Nc2cc(-c3ccccc3)ccc2O)cc1
 : 29.6	-9.5
[36] COCCNC(=O)c1nn2c(C(F)(F)F)cc(-c3ccccc3)nc2c1Br
 : 3.7	-1.1
[37] COc1ccc(C(C)C)cc1-c1cccc2nncn12
 : 10.8	-3.6

The results go on:
[41] COc1ccc(NC(=O)NC(C)c2ccccc2)cc1 (configuration not stated)
[42] CCN(c1ccccc1)c1cc(C)nc2nc(C)nn12
[43] Cc1ccc(CNC(=O)C(=O)NCCC2CCCCN2S(=O)(=O)c2ccc(C)cc2)cc1 (configuration not stated)
[44] CCCCCc1ccc(OCCCC[n+]2cccc(C)c2)c(CCCCC)c1
[45] Cc1cc(C(=O)Nc2ncc(C)s2)c2ccccc2n1
[46] COc1ccccc1-n1c(C)cc(SC)c(C(C)=O)c1=S
[47] O=C(/C=C/c1cccc(O)c1)c1ccc(N2CCOCC2)cc1
[48] COc1c(S(=O)(=O)Nc2cccnc2)ccc(Cl)c1Cl
[49] CCn1c(SCC(=O)Nc2ccc(NC(C)=O)cc2)nc2c([nH]c3ccccc32)c1=O
[50] NC(=O)C1CCCN(C(=O)CCC(=O)c2cccs2)C1 (configuration not stated)

Screen / compound no.	41	42	43	44	45	46	47	48	49	50
TAG inh	-2.6	3.6	1.8	20.8	-3.9	-25.4	4.9	-0.4	17.5	-0.1
TAG inh DAPI viability	-6.0	-1.6	-2.3	-8.1	-4.9	5.7	1.2	-6.0	-2.4	13.8

[51] CCCn1c(N)c(C(=O)CSc2nnc(Cc3cccs3)n2C2CC2)c(=O)[nH]c1=O
[52] CCOCC(=O)Nc1sc2c(c1C(=O)OCC)CCCC2
[53] O=C1NC2(CCCCC2)Oc2ccccc21
[54] COc1cccc(CC2(CO)CCN(C(=O)NCCc3ccccc3)CC2)c1
[55] Cc1ccn(CC(=O)N2CCCC(Nc3ccc(F)c(F)c3)C2)n1 (configuration not stated)
[56] O=C1OCCC1Sc1nnnn1-c1ccc(Cl)cc1 (configuration not stated)
[57] Cc1ccc(NC(=O)N2CCCn3c(SCC(=O)c4ccccc4)nnc32)cc1
[58] COc1ccc(NC(=O)C(c2ccc(C)cc2)N(C)C(=O)c2cnccn2)cc1 (configuration not stated)
[59] CCOC(=O)N1CCN(S(=O)(=O)c2ccc(C)cc2)C1
[60] Cc1ccc(C(=O)NNC(=O)CNc2cccc(Cl)c2)cc1

Screen / compound no.	51	52	53	54	55	56	57	58	59	60
TAG inh	5.0	5.6	0.4	-2.0	-20.5	-1.6	-12.7	-2.9	16.8	-5.0
TAG inh DAPI viability	-3.3	-1.7	9.0	-2.4	13.0	3.9	7.5	1.9	-6.7	-7.4

[61] COCCNC(=S)N(CCc1c(C)[nH]c2ccc(F)cc12)Cc1cccs1
[62] C=CCNC(C(=O)Nc1cccc(OC)c1)c1ccccc1 (configuration not stated)
[63] O=C(CCC(=O)c1cccs1)NCc1ccccc1
[64] COC(=O)[C@H]1[C@H](c2ccccc2)[C@H](C(=O)OC)O[C@H]1c1ccccc1
[65] CCCn1c(SCC(=O)c2ccc3c(c2)OCCO3)nnc1-c1ccco1
[66] O=C(Nc1ccc(S(=O)(=O)NC2=NCCCCC2)cc1)c1ccc(Cl)cc1Cl
[67] CC1CCCN(C(=O)C2CCN(CC(C)c3ccccc3)CC2)C1 (configuration not stated)
[68] CC(C(=O)NCc1ccccn1)c1ccc([N+](=O)[O-])cc1 (configuration not stated)
[69] Cc1ccc(OCCCC(=O)Nc2ccc(Cl)c(S(=O)(=O)N3CCOCC3)c2)cc1
[70] Cc1nnc(SCC(=O)Nc2sc3c(c2C(N)=O)CCCC3)[nH]c1=O

Screen / compound no.	61	62	63	64	65	66	67	68	69	70
TAG inh	11.9	2.6	-0.5	3.1	8.5	-6.7	2.4	-7.8	-10.0	3.0
TAG inh DAPI viability	0.8	2.7	-4.4	5.3	-13.4	6.4	9.5	13.8	0.5	1.7

| nr | mol | TAG inh | TAG inh DAPI viability |
| --- | --- | --- | --- |
| 71 | C/C=C/C=C/C(=O)OCC(=O)Nc1ccc(Cl)cc1 | 2.8 | -9.9 |
| 72 | NS(=O)(=O)c1ccc(CNC(=O)c2cc(-c3cccnc3)nc3ccc(Br)cc23)cc1 | 8.8 | -19.4 |
| 73 | O=C(N/N=C/c1ccc(Cl)cc1)c1cc2c(s1)-c1ccccc1CC2 | -3.2 | -1.7 |
| 74 | O=C(/C=C/c1cc(Br)ccc1F)OCC(=O)N1CCCC1 | -3.0 | 8.6 |
| 75 | O=C(Nc1ccccc1Br)c1ccc(N2CCCC2=O)cc1 | 0.1 | -1.1 |
| 76 | CC1CCC(=C(C#N)c2nc(-c3cc4ccccc4oc3=O)cs2)CC1 (configuration not stated) | -63.8 | 8.8 |
| 77 | CC[C@@H]1C(c2cccc(Cl)c2)=NN(c2ccc(Br)cc2)[C@H]1C(=O)N1CCOC1=O | 3.6 | 66.5 |
| 78 | COc1ccccc1CNC(=O)COC(=O)c1sc(C)nc1C | 3.0 | -6.3 |
| 79 | Cc1ccc(S(=O)(=O)N2CCOCC2)cc1NC(=O)Nc1ccc([N+](=O)[O-])cc1 | -30.0 | 12.6 |
| 80 | CNc1nc(C23CC4CC(CC(C4)C2)C3)cs1 | -5.3 | -4.5 |
| 81 | O=C(c1ccc(Cl)nc1)N1CCN(S(=O)(=O)c2ccccc2)CC1 | -1.8 | 5.8 |
| 82 | CC(C)C(=O)NNC(=O)c1csc(CS(=O)(=O)c2ccc(Cl)cc2)n1 | 2.5 | 8.8 |
| 83 | CCCn1cnc2c(SCCc3ccccc3)nc(N)nc21 | -17.4 | -6.0 |
| 84 | Cc1ccc(C)c(S(=O)(=O)N2CCN(C(=O)CCc3c[nH]c4ccccc34)CC2)c1 | -6.1 | -4.5 |
| 85 | Cc1cc(NC(=O)c2ccoc2C)ccc1Br | 12.2 | -11.5 |
| 86 | COc1cc(C2NC(=O)NC(C)=C2C(C)=O)ccc1O (configuration not stated) | -11.6 | -0.7 |
| 87 | CC(NC(=O)C1CCN(c2nnc(N3CCCC3=O)s2)CC1)c1ccccc1 (configuration not stated) | 5.8 | -6.5 |
| 88 | Cn1cc(CNCC2CCCO2)c(-c2ccc(Oc3ccccc3)cc2)n1 (configuration not stated) | 6.6 | 5.4 |
| 89 | O=[N+]([O-])c1ccc(/C=N/n2c(COc3ccccc3)n[nH]c2=S)cc1 | 2.0 | -3.8 |
| 90 | COc1ccc(CN=C2NN=C(c3cccc(OC)c3)CS2)cc1 | -14.9 | 21.3 |
| 91 | COc1ccc(CNC(=O)Cn2cc(C)c(=O)[nH]c2=O)cc1 | 1.8 | 13.0 |
| 92 | Cc1cc(N2CCN(S(=O)(=O)c3ccc(Cl)c(Cl)c3)CC2)c2ccccc2n1 | -4.5 | 29.5 |
| 93 | CC1=CSC2=NS(=O)(=O)CCN12 | -8.1 | 4.0 |
| 94 | O=C(NCc1ccco1)c1cccc2c(-c3ccc(F)c(F)c3)coc12 | -38.0 | -3.0 |
| 95 | COC(=O)CCC(=O)OC1(C)C(=O)C=C2C=C(C3CC3)N(Cc3ccc(OC)cc3)C=C2C1=O (configuration not stated) | -0.1 | -11.5 |
| 96 | COC(=O)COc1cccc2c(=O)n(CC(=O)N3CCC(C)CC3)ccc12 | 1.1 | 3.0 |

Some of these compounds in order of formula weight, high to low.
| nr | mol | TAG inh | TAG inh DAPI viability |
| --- | --- | --- | --- |
| 2 | COCCC(=O)N1CCC(Oc2ccc(C(=O)N3CCCC(CCCO)C3)cc2)CC1 (configuration not stated) | 14.7 | 7.3 |
| 58 | COc1ccc(NC(=O)C(c2ccc(C)cc2)N(C)C(=O)c2cnccn2)cc1 (configuration not stated) | -2.9 | 1.9 |
| 63 | O=C(CCC(=O)c1cccs1)NCc1ccccc1 | -0.5 | -4.4 |

Screening data deposited in PubChem by Sanford-Burnham Center for Chemical Genomics.
